Screens deposited in PubChem BioAssay by Sanford-Burnham Center for Chemical Genomics.
hIAP activ = human IAP activators, primary screen, biochemical, luminescence, uHTS. actives 0.16% (n = 330,000). activation factor at 10 µM. purified human IAP, CDP-Star luminescence, 30 min; hits give high values; 1 = vehicle-only enzyme, 0 = enzyme-free background;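 active = activation factor of the enzyme at least 2-fold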; also: the source names both 10 and 20 µM as test concentration; values of inactives mirror those of a sister screen read the other way
APOBEC3A inh = APOBEC3A ssDNA deaminase inhibitors, primary screen, selectivity assay for APOBEC3G inhibitor project, biochemical, FAM/TAMRA oligo cleavage fluorescence | AID 493011, 2011 | inhibition, % at 20 µM | actives 0.41% (n = 330,000) | recombinant A3A, FAM/TAMRA ssDNA deamination fluorescence | DNA dC->dU-editing enzyme APOBEC-3A (Homo sapiens), P31941;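 active = at least 40% inhibition at 20 µM here, with at most 30% in a related deaminase screen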;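 also: plate controls were A3A with DMSO for no effect and wells lacking A3A enzyme for full effect; some results filed as inactive read as strong as hits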
Target sequence (P31941 whole entry, looked up): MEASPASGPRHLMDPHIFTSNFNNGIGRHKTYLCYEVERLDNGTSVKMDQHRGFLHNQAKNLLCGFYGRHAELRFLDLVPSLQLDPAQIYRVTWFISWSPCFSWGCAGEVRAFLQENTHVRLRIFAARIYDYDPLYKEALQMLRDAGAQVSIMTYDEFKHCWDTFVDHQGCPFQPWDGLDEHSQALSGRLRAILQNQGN
NLRP3 yeast inh = NALP3 inflammasome inhibitors in reconstituted yeast, primary screen, luminescence, uHTS. inhibition, % at 10 µM. actives 0.39% (n = 330,000). Yeast reconstituted NLRP3/ASC/caspase-1, beta-gal luminescence, 24 h;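 active = inhibition of 50% or more; inactive = inhibition below 50%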;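 also: plate controls were induced DMSO wells for no effect and uninduced yeast grown without galactose for full effect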
MIN6 prolif = inducers of MIN6 beta-cell proliferation, primary screen, ATP luminescence, uHTS | MIN6 cells proliferation, ATPlite luminescence, 48 h; cells starved in 0.2% serum; 100% = growth in 10% serum | proliferation, % at 10 µM | actives 0.29% (n = 330,000);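 active = compounds whose signal lies at least 3.5 SD above the mean of all wells on their plate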;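 also: 0% = DMSO-treated cells in low-serum medium and 100% = 10% serum control; some compounds called inactive have numbers as strong as hits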
mIAP act = activators of mouse IAP, primary screen, biochemical, luminescence, uHTS; actives 0.24% (n = 330,000); AID 2805, 2010; muIAP, CDP-Star luminescence, 30 min; hits give high values; 1 = vehicle-only enzyme signal, 0 = enzyme-free wells; activation factor at 10 µM; intestinal alkaline phosphatase [Mus musculus];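 active = activation factor of at least 2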; also: the source names both 10 and 20 µM as test concentration; values of inactives mirror those of a sister screen read the other way
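also added = chemiluminescent substrate CDP-Star | test system = mouse IAP enzyme | signal = chemiluminescence readout | compound = DMSO-dissolved test compounds | incubation = 30 min at room temperature | benchmarks = DMSO wells, no-enzyme wells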
mIAP block = inhibitors of mouse IAP, primary screen, biochemical, luminescence, uHTS; purified mouse IAP, CDP-Star luminescence, 30 min; AID 2806, 2010; inhibition, % at 10 µM; intestinal alkaline phosphatase [Mus musculus]; actives 0.2% (n = 330,000);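 active = inhibition of at least 40% at 10 µM in the primary screen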;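 also: plate controls were DMSO with enzyme for no effect and no enzyme wells for full effect; values of inactives mirror those of a sister screen read the other way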
APOBEC3G inh = APOBEC3G DNA deaminase inhibitors, primary screen, biochemical, fluorescence, single-stranded DNA substrate, uHTS. AID 493012, 2011. recombinant A3G, ssDNA deamination FAM/TAMRA fluorescence. actives 0.28% (n = 330,000). inhibition, % at 20 µM. DNA dC->dU-editing enzyme APOBEC-3G (Homo sapiens), Q9HC16;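 active = inhibition of at least 40% at 20 µM, with no more than 30% in the related APOBEC3A deaminase screen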;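 also: plate controls were DMSO wells with A3G for no effect and wells lacking A3G enzyme for full effect; some compounds called inactive have numbers as strong as hits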
Target sequence (Q9HC16 whole entry, looked up): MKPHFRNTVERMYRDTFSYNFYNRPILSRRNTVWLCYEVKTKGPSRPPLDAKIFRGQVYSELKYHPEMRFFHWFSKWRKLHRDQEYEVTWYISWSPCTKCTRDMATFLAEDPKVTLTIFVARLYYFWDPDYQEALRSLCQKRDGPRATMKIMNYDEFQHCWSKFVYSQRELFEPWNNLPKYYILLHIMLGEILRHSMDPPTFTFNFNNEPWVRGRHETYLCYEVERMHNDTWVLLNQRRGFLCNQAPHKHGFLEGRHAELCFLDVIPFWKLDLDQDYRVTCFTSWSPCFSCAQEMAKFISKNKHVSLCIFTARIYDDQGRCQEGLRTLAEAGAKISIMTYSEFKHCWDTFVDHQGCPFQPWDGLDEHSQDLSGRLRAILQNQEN
SENP1 inh = human SENP1 catalytic domain inhibitors, primary screen, biochemical, FRET, uHTS. Sentrin-specific protease 1 (Homo sapiens), Q9P0U3. actives 0.21% (n = 360,000). inhibition, % at 10 µM. recombinant SENP1 catalytic domain, CyPet-SUMO1-YPet FRET cleavage;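 active = inhibition at least 30% at 10 µM, raw YFP signal under a set limit, fluorescence ratio 0.5 to 1.5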;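 also: 0% = enzyme with DMSO and 100% = no enzyme wells; some results filed as inactive read as strong as hits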
Target sequence (Q9P0U3 419-644 limits assumed): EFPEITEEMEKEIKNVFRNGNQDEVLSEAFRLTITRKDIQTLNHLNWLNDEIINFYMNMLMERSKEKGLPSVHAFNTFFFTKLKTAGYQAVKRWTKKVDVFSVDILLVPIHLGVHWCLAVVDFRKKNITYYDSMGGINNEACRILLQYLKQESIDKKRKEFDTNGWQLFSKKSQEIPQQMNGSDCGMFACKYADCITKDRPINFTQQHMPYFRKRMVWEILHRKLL
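Material – human SENP1 catalytic domain · Input – SENP1 enzyme, 20 pM final · Compound dosing – single concentration of 10 µM compound, 0.5% DMSO final · Timing – enzyme reaction for 50 min at room temperature, dark · Measured by – FRET fluorescence in CFP and YFP emission channels · Control set – no-enzyme wells low, DMSO-plus-enzyme wells high control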
hIAP block = human IAP inhibitors, primary screen, biochemical, luminescence, uHTS. purified IAP, CDP-Star luminescence, 30 min. Intestinal-type alkaline phosphatase (Homo sapiens), P09923. inhibition, % at 10 µM. AID 2544, 2010. actives 0.12% (n = 330,000);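 active = inhibition reaching a set limit with compound at 10 µM in the primary screen, cut at about 35% in these data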;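 also: plate controls were DMSO wells with enzyme for no effect and no-enzyme buffer wells for full effect; values of inactives mirror those of a sister screen read the other way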
Active calls of the source: *. Only part of the results is shown; rates above refer to the full screens.

Results for CCCc1cc(=O)[nH]c(SCc2csc(-c3ccccc3)n2)n1 ?
hIAP activ: 1.05; APOBEC3A inh: -1.4; NLRP3 yeast inh: 9.4; MIN6 prolif: 0.3; mIAP act: 0.967; mIAP block: 3.3; APOBEC3G inh: 2.2; SENP1 inh: 0.7; hIAP block: -5.5

What do the screens show for `COc1ccc(OC)c(C2C(C(=O)c3cc4ccccc4o3)=C(O)C(=O)N2c2cc(C)on2)c1` (stereo not given)?
hIAP activ: 1; APOBEC3A inh: -2.1; NLRP3 yeast inh: -3.5; MIN6 prolif: -3.2; mIAP act: 0.948; mIAP block: 5.2; APOBEC3G inh: -3.4; SENP1 inh: -29.9; hIAP block: -0.2

Results for COc1cc(C(=O)COC(=O)CNC(=O)C2CCCCC2)cc(OC)c1OC ?
hIAP activ: 1.04; APOBEC3A inh: 0.0; NLRP3 yeast inh: 0.9; MIN6 prolif: -1.6; mIAP act: 0.991; mIAP block: 0.9; APOBEC3G inh: -2.9; SENP1 inh: -1.5; hIAP block: -4.2

Results for N#CCC(=O)Nc1ccc(C(=O)OCC(=O)C23CC4CC(CC(C4)C2)C3)cc1 ?
hIAP activ: 1.03; APOBEC3A inh: -3.6; NLRP3 yeast inh: 25.2; MIN6 prolif: -6.6; mIAP act: 0.886; mIAP block: 11.4; APOBEC3G inh: -9.8; SENP1 inh: -11.5; hIAP block: -2.7

Results for COc1ccc([N+](=O)[O-])cc1C(=O)Nc1ccc(Cc2ccncc2)cc1 ?
hIAP activ: 0.989; APOBEC3A inh: 0.5; NLRP3 yeast inh: 35.8; MIN6 prolif: -4.3; mIAP act: 1.05; mIAP block: -5.3; APOBEC3G inh: -2.3; SENP1 inh: 2.3; hIAP block: 1.1

What do the screens show for `O=C(/C=C/c1ccc(F)cc1)NNC(=O)CCN1CCN(Cc2ccccc2)CC1`?
hIAP activ: 1.55; APOBEC3A inh: -10.2; NLRP3 yeast inh: 19.0; MIN6 prolif: -5.1; mIAP act: 1.14; mIAP block: -13.5; APOBEC3G inh: -3.6; SENP1 inh: -1.1; hIAP block: -55.3

What do the screens show for `CC[C@]12c3[nH]c4ccccc4c3CCN1C(=O)C(CC(=O)NCCCN(C)C)C[C@@H]2C(=O)N1CCN(C(=O)C2CC2)CC1` (stereo not given in full)?
hIAP activ: 1.1; APOBEC3A inh: -0.1; NLRP3 yeast inh: -1.2; MIN6 prolif: -0.6; mIAP act: 1.04; mIAP block: -3.6; APOBEC3G inh: -3.5; SENP1 inh: 0.7; hIAP block: -9.8

Results for Oc1ccc(C[C@@H]2CNCCN2CCc2cccc3ccccc23)cc1 ?
hIAP activ: 0.883; APOBEC3A inh: -0.8; NLRP3 yeast inh: 14.0; MIN6 prolif: -7.9; mIAP act: 1.19; mIAP block: -18.8; APOBEC3G inh: -6.4; SENP1 inh: 1.6; hIAP block: 11.7

How did CCCCCC(O)(c1ccc(OC)cc1)C(CN1CCOCC1)c1ccccc1 (stereo not given) do in these assays?
hIAP activ: 0.912; APOBEC3A inh: -1.6; NLRP3 yeast inh: 6.4; MIN6 prolif: -6.7; mIAP act: 0.987; mIAP block: 1.3; APOBEC3G inh: -5.6; SENP1 inh: -0.2; hIAP block: 8.8

Results for O=C(Nc1ccc(-n2cnnn2)cc1)c1cn2ccccc2n1 ?
hIAP activ: 1.09; APOBEC3A inh: 8.8; NLRP3 yeast inh: -4.3; MIN6 prolif: -3.7; mIAP act: 1.02; mIAP block: -1.9; APOBEC3G inh: -6.3; SENP1 inh: 28.2; hIAP block: -8.9

How did CCOC(=O)CCn1nnc(N)n1 do in these assays?
hIAP activ: 1.83; APOBEC3A inh: -3.0; NLRP3 yeast inh: 17.7; MIN6 prolif: 4.0; mIAP act: 1.03; mIAP block: -3.1; APOBEC3G inh: -6.5; SENP1 inh: -0.9; hIAP block: -83.1

Results for COc1ccccc1NC(=O)NNC(=O)CCN1CCOCC1 ?
hIAP activ: 1.02; APOBEC3A inh: -0.7; NLRP3 yeast inh: 8.8; MIN6 prolif: 1.0; mIAP act: 1.12; mIAP block: -11.9; APOBEC3G inh: 1.9; SENP1 inh: 1.1; hIAP block: -1.8

How did O=C(CCC(=O)NNC(=O)Nc1ccc(Cl)cc1)NCc1ccccc1 do in these assays?
hIAP activ: 1.23; APOBEC3A inh: -0.4; NLRP3 yeast inh: 12.4; MIN6 prolif: -3.2; mIAP act: 0.934; mIAP block: 6.6; APOBEC3G inh: -5.1; SENP1 inh: -1.0; hIAP block: -22.6

How did COc1ccccc1OCC(=O)NC1CCCc2ccccc21 (stereo not given) do in these assays?
hIAP activ: 0.866; APOBEC3A inh: -3.3; NLRP3 yeast inh: 20.3; MIN6 prolif: 2.9; mIAP act: 1.02; mIAP block: -1.9; APOBEC3G inh: -8.3; SENP1 inh: -0.4; hIAP block: 13.4

Results for COC(=O)c1ccc(CSc2nnc(NC(=O)c3cc4c(s3)CCCC4)s2)cc1 ?
hIAP activ: 1.06; APOBEC3A inh: 3.4; NLRP3 yeast inh: 6.8; MIN6 prolif: -5.7; mIAP act: 0.924; mIAP block: 7.6; APOBEC3G inh: -3.0; SENP1 inh: -5.8; hIAP block: -5.7

What do the screens show for `Cc1cc(C(=O)NCCCc2ccccc2)no1`?
hIAP activ: 0.853; APOBEC3A inh: 1.6; NLRP3 yeast inh: 19.1; MIN6 prolif: -1.1; mIAP act: 1.08; mIAP block: -8.1; APOBEC3G inh: 2.2; SENP1 inh: 1.1; hIAP block: 14.7

How did CC(C)(C)c1ccc(C(=O)Nc2ccc(Cl)cc2)cc1 do in these assays?
hIAP activ: 0.992; APOBEC3A inh: 3.8; NLRP3 yeast inh: 13.8; MIN6 prolif: -2.1; mIAP act: 1.03; mIAP block: -3.5; APOBEC3G inh: -0.8; SENP1 inh: 1.4; hIAP block: 0.8

How did Cc1nc(C(=O)N2CCCC(Nc3ccc(C)c(C)c3)C2)cs1 (stereo not given) do in these assays?
hIAP activ: 1.02; APOBEC3A inh: -4.5; NLRP3 yeast inh: 1.0; MIN6 prolif: 0.4; mIAP act: 0.975; mIAP block: 2.5; APOBEC3G inh: -2.9; SENP1 inh: 0.2; hIAP block: -2.2

What do the screens show for `COc1ccc(N(Cc2cc3cc(OC)ccc3[nH]c2=O)S(C)(=O)=O)cc1`?
hIAP activ: 1.04; APOBEC3A inh: -0.1; NLRP3 yeast inh: 18.0; MIN6 prolif: -1.1; mIAP act: 0.95; mIAP block: 5.0; APOBEC3G inh: -0.5; SENP1 inh: -12.4; hIAP block: -4.5

Results for C/C=C/c1ccc(OCC(=O)OCC(=O)Nc2c(C)nn(-c3ccccc3)c2C)c(OC)c1 ?
hIAP activ: 1.15; APOBEC3A inh: -1.3; NLRP3 yeast inh: 11.0; MIN6 prolif: 2.8; mIAP act: 0.951; mIAP block: 4.9; APOBEC3G inh: -9.5; SENP1 inh: 3.9; hIAP block: -15.3

Results for O=C(NC(=S)NNC(=O)c1cc2ccccc2cc1O)c1ccco1 ?
hIAP activ: 2.24*; APOBEC3A inh: -1.1; NLRP3 yeast inh: 16.3; MIN6 prolif: -2.7; mIAP act: 0.654; mIAP block: 34.6; APOBEC3G inh: -2.9; SENP1 inh: -0.6; hIAP block: -124.1

How did O=C(NC12CC3CC(CC(C3)C1)C2)N1CCC(O)CC1 do in these assays?
hIAP activ: 1.03; APOBEC3A inh: -1.8; NLRP3 yeast inh: 13.4; MIN6 prolif: -1.8; mIAP act: 0.893; mIAP block: 10.7; APOBEC3G inh: -7.1; SENP1 inh: 3.0; hIAP block: -3.3

Results for c1ccc2c(c1)OCCOCCOCCOCCOc1ccccc1OCCOCCOCCO2 ?
hIAP activ: 0.978; APOBEC3A inh: 2.0; NLRP3 yeast inh: -9.0; MIN6 prolif: -3.7; mIAP act: 0.856; mIAP block: 14.4; APOBEC3G inh: 0.0; SENP1 inh: 1.3; hIAP block: 2.2

What do the screens show for `CC(=O)c1ccc(NC(=O)CSc2nnc(C3CC3)n2C2CC2)cc1`?
hIAP activ: 1.05; APOBEC3A inh: -2.9; NLRP3 yeast inh: -4.2; MIN6 prolif: -2.1; mIAP act: 0.875; mIAP block: 12.5; APOBEC3G inh: -9.3; SENP1 inh: -0.3; hIAP block: -4.8

Results for COc1ccc(NC(=O)N2CCN(CCC#N)CC2)cc1 ?
hIAP activ: 1.07; APOBEC3A inh: -1.8; NLRP3 yeast inh: 8.7; MIN6 prolif: 0.4; mIAP act: 0.844; mIAP block: 15.6; APOBEC3G inh: -2.3; SENP1 inh: -2.6; hIAP block: -7.3

Results for CC(C)(C)n1nnnc1C(c1ccc2ncccc2c1)N1CCSCC1 (stereo not given) ?
hIAP activ: 0.918; APOBEC3A inh: 1.2; NLRP3 yeast inh: 3.2; MIN6 prolif: -2.2; mIAP act: 0.911; mIAP block: 8.9; APOBEC3G inh: 1.7; SENP1 inh: 0.8; hIAP block: 8.2

Results for Cc1cccc(N2C(=S)NC3c4cc(Cl)ccc4OC2(C)C3C(=O)N(C)C)c1 (stereo not given) ?
hIAP activ: 1.17; APOBEC3A inh: -3.5; NLRP3 yeast inh: 5.0; MIN6 prolif: 6.7; mIAP act: 1.07; mIAP block: -7.5; APOBEC3G inh: -3.6; SENP1 inh: -1.2; hIAP block: -16.7

Results for O=C(NC(=O)c1ccccc1)C1=C(N2CCCC2)COC1=O ?
hIAP activ: 0.868; APOBEC3A inh: 1.5; NLRP3 yeast inh: 3.0; MIN6 prolif: -6.0; mIAP act: 1.04; mIAP block: -4.2; APOBEC3G inh: -3.1; SENP1 inh: -0.5; hIAP block: 13.2

How did O=C(O)C(Oc1ccc2c(-c3ccccc3)cc(=O)oc2c1)c1ccccc1 (stereo not given) do in these assays?
hIAP activ: 0.826; APOBEC3A inh: -1.4; NLRP3 yeast inh: 7.7; MIN6 prolif: -0.1; mIAP act: 0.949; mIAP block: 5.1; APOBEC3G inh: -7.7; SENP1 inh: -32.7; hIAP block: 17.4

Results for Cc1ccc(/C=C2\SC(=S)N(CCC(=O)NCCCN3CCOCC3)C2=O)cc1 ?
hIAP activ: 0.924; APOBEC3A inh: -3.0; NLRP3 yeast inh: 11.5; MIN6 prolif: -1.5; mIAP act: 0.887; mIAP block: 11.3; APOBEC3G inh: -5.3; SENP1 inh: 0.5; hIAP block: 7.6

Results for CNc1cncc(C(=O)O)c1 ?
hIAP activ: 0.955; APOBEC3A inh: 0.5; NLRP3 yeast inh: 10.4; MIN6 prolif: -0.4; mIAP act: 0.974; mIAP block: 2.6; APOBEC3G inh: -1.6; SENP1 inh: 0.8; hIAP block: 4.5
